Large T inhibition: SV40 large T antigen inhibitors, biochemical (AID 1903); SV40 large T antigen ATPase/helicase inhibition assay; higher % means a stronger effect; inhibition, % at 20 µM; hits with a dose series show IC50 in µM; 0.39% of 310,000 active; in the data active = a potency from the dose series; inconclusive = inhibition mostly from about 32% at the one dose, without a potency; inactive = the rest, 99 in 100 with inhibition below about 32%; also: strong numbers were not always called active
Rac1 GTP hydrolysis: MgcRacGAP GTPase-activating activity inhibitors, confirmation, biochemical, ADP Hunter fluorescence. Rac GTPase-activating protein 1 (Homo sapiens). MgcRacGAP-stimulated Rac1 GTP hydrolysis, ADP Hunter fluorescence; higher % means a stronger effect; GST-tagged Rac1 F28L mutant substrate. one-dose inhibition, % at 30 µM; IC50 in µM for titrated hits. 0.6% of 340,000 active;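 active = first-screen hits whose inhibition reached a set limit at any dose in the follow-up dose series; inconclusive = inhibition above the set first-screen limit but never retested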;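 also: fluorescence reports GDP produced by GAP-driven GTP hydrolysis; strong numbers were not always called active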
b-catenin transl: modulators of beta-catenin nuclear translocation, primary screen, imaging, HeLa cells, immunofluorescence, high-content. nuclear translocation activity, % at 5 µM. 0.3% of 190,000 active;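 active = nuclear translocation activity above 50% at 5 µM, with a well cell count of 50 or more; inconclusive = wells under 50 cells across six images, flagged as toxic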;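 also: per-cell ratio of nuclear to cytoplasmic median beta-catenin stain intensity; plate controls were DMSO negative control for no effect and GSK-3 inhibitor IX positive control for full effect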
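Test system: human HeLa cells, endogenous beta-catenin. Times: 24 h compound exposure, 37°C. Measured by: beta-catenin immunofluorescence imaging with DAPI.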
Salmonella PhoP GFP: inhibitors of PhoP regulon expression, primary screen, Salmonella Typhimurium, GFP reporter (AID 1863). S. Typhimurium PhoP-regulated promoter GFP reporter, 4 h; higher % means a stronger effect. inhibition, % at 50 µM, or IC50 in µM where a hit was titrated. 0.16% of 300,000 active;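 active = inhibition over 29.93%, a cutoff 3 SD above the screen mean, later confirmed by dose response; inconclusive = inhibition over 29.93% but no dose response follow-up; inactive = inhibition at most 29.93% or unconfirmed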;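 also: 0% = low Mg2+ inducing control and 100% = high Mg2+ repressing control; strong numbers were not always called active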
Myeloid diff MLP: induction of myeloid progenitor differentiation, primary screen, cell-based, flow cytometry, MLPCN library. ER-HoxA9 myeloid progenitors, lysozyme-GFP differentiation. calls only at 10 µM. 1% of 360,000 active. AID 624256, 2012;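 active = normalized GFP-positive differentiation at or above the plate's own cutoff, the solvent-only control mean plus 3 SD; inconclusive = no clear call, values can overlap the other calls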;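 also: cells exposed to compound for four days before flow analysis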
West Nile antiviral: West Nile virus antiviral activity, cell-based, CPE readout (AID 1621); West Nile virus-infected cells, CPE inhibition; higher % means a stronger effect; one-dose CPE inhibition, % at 10 µM; IC50 in µM for titrated hits; 0.02% of 290,000 active; in the data active = a potency from the dose series; inconclusive = CPE inhibition mostly from about 3.7% at the one dose, without a potency; inactive = the rest, 99 in 100 with CPE inhibition below about 2.2%; also: strong numbers were not always called active
T cell HTS: modulators of CD8 T cell-vesicle binding, primary screen, mouse 2C CD8+ T cells, flow cytometry. calls only at 7 µM. AID 2052, 2009. 0.068% of 330,000 active. 2C CD8+ T cell-vesicle binding; hits give low values;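 active = response, share of CD8 T cells binding vesicles, and their 90th percentile fluorescence all below set limits, cut at about 80% in these data, passing the limit was not always enough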
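System: murine 2C transgenic CD8+ T lymphocytes; also added: QL9-loaded Drosophila micro-vesicles; times: binding 1.5 h at 37 °C; measured by: flow cytometry, PE anti-B7-1 (FL2) versus Alexa647 anti-CD8 (FL8), PFA-fixed; control set: Peptide-free naked vesicles (low) and QL9 vesicles with 0.7% DMSO vehicle (high)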
RSV CPE inhibition: RSV antiviral activity via CPE protection, HEp-2 cells, primary 10 µM value included (AID 2391). HEp-2 cells, RSV-induced CPE inhibition; higher % means a stronger effect. CPE inhibition, % at 10 µM; hits with a dose series show IC50 in µM. 0.13% of 310,000 active; in the data active = a potency from the dose series; inconclusive = CPE inhibition mostly from about 23% at the one dose, without a potency; inactive = the rest, 99 in 100 with CPE inhibition below about 21%; also: strong numbers were not always called active
WT yeast gro inh: growth inhibition of WT strain, primary screen, mitochondrial fusion inhibitor project, WT and mutant strains, chemical genetic | mitochondrial fusion phenotypic screen | inhibition, % at 10 µM | 2.1% of 190,000 active | AID 1362, 2008; in the data active = inhibition above about 58%; tested in S. cerevisiae
WT yeast gro inh mutant strain: further read-out of WT yeast gro inh, marked with its call; inhibition, %; mitochondrial fusion phenotypic screen, mutant strain inhibition
b-catenin transl cell count 5 µM: also measured in b-catenin transl; calls as there; cell count; measured here: cell count, cytotoxicity flag
T cell HTS vesicle-bound %: second read-out of T cell HTS, no call of its own (marks repeat the call); double positive events, %; measured here: CD8+ vesicle-bound cell fraction;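 binding gate set so that unloaded-vesicle control wells show 10% double positive cells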
Myeloid diff MLP GFP+ MAC1+ %: recorded beside Myeloid diff MLP, whose call it bears; GFP+ MAC1+ double positive, %; measured here: differentiation confirmed by MAC1 staining
The depositor's hits bear a star; i = inactive; ? = inconclusive; nt = no result given; + = active, no number.

(1) CSc1ccc(S(=O)(=O)N2CCC(C(=O)NCc3cccnc3)CC2)cc1
(2) CCOC(=O)c1c(C(C#N)C#N)cc(C)nc1C
(3) Nc1ccc(Sc2nc3ccccc3[nH]2)cc1
(4) COc1ccc(OC)c(CN2CCN(C(=O)c3cccc(S(=O)(=O)Nc4ccc(C)cc4)c3)CC2)c1
(5) N=C1SCC(=O)N1c1ccccc1Cl
(6) O=C1[C@H]2[C@@H](c3ccc(Cl)cc3)N3C(=O)N(c4cccc(Br)c4)C(=O)[C@@]3(Cc3ccc(Cl)cc3)[C@H]2C(=O)N1C1CCCCC1
(7) Cc1ccccc1OCC(O)CN1CCN(CCN2C(=O)c3cccc4cccc(c34)C2=O)CC1 (stereo unspecified)
(8) Cc1cc(C(=O)N/N=C/c2ccc([N+](=O)[O-])cc2)c2ccccc2n1
(9) CC1(C)Cc2ccccc2-c2nnc(-c3ccc(O)cc3)n21
(10) COc1ccc(OCC(=O)N2CCC(Cc3ccccc3)CC2)cc1
compound no.,1,2,3,4,5,6,7,8,9,10
Large T inhibition,9%,3%,6%,4%,1%,10%,14%,12%,4%,8%
Rac1 GTP hydrolysis,7%,0%,9%,10%,7%,0%,14%,10%,-3%,-2%
b-catenin transl,nt,-3.4,-2.8,nt,nt,nt,-0.3,8.1,0.5,nt
b-catenin transl cell count 5 µM,nt,842,1079,nt,nt,nt,987,1143,1169,nt
Salmonella PhoP GFP,-5%,-2%,27%,4%,3%,4%,5%,13%,1%,6%
Myeloid diff MLP,i,i,i,i,i,i,i,+,i,i
Myeloid diff MLP GFP+ MAC1+ %,0.8,0.7,0.3,1.6,0.6,0.7,0.5,nt,0.0,0.0
West Nile antiviral,-0.2%,0.3%,-0.2%,nt,-0.6%,-0.3%,-0.8%,0.2%,nt,0.0%
T cell HTS,i,i,i,i,i,i,i,i,i,i
T cell HTS vesicle-bound %,26,35,42,3,29,11,39,24,40,19
RSV CPE inhibition,0.5%,0.5%,0.4%,17%,1.4%,26%,4.7%,-1.2%,0.6%,14%
WT yeast gro inh,nt,7,0,nt,nt,nt,30,nt,17,nt
WT yeast gro inh mutant strain,nt,14,-2,nt,nt,nt,18,nt,18,nt

Part of the list above with just Myeloid diff MLP GFP+ MAC1+ %.
item	canonical_smiles	Myeloid diff MLP GFP+ MAC1+ %
9	CC1(C)Cc2ccccc2-c2nnc(-c3ccc(O)cc3)n21	0.0
10	COc1ccc(OCC(=O)N2CCC(Cc3ccccc3)CC2)cc1	0.0

Next section
(11) O=C(CSCc1ccc(Cl)c(Cl)c1)Nc1c[nH]c(=O)[nH]c1=O
(12) COc1ccc(NC(=O)C2CCCN(c3c4c(nc5ncnn35)CCC4)C2)cc1OC (stereo unspecified)
(13) CC(C(=O)NCc1ccc2c(c1)OCO2)N1c2cccc3cccc(c23)S1(=O)=O (stereo unspecified)
(14) COc1ccc(C(=O)NC2CCCN(Cc3ccc(Cl)cc3)C2)c(OC)c1 (stereo unspecified)
(15) O=C(O)Cn1c(-c2ccccn2)nc2ccccc21
(16) Cc1ccc(C(=O)Nc2ccc(CC(=O)O)cc2)o1
(17) O=C(COc1ccc(S(=O)(=O)N2CCOCC2)cc1)NCCCn1ccnc1
(18) CC(C)Oc1ccc(-c2cc(C(=O)NCCN3CCOCC3)c3ccccc3n2)cc1
(19) COc1ccc(C(C)=O)cc1CN(c1ccccc1OC)S(=O)(=O)c1cccs1
(20) O=C1NC(c2ccncc2)C(C(=O)c2cccs2)C(O)(C(F)(F)F)N1 (stereo unspecified)
compound no.,11,12,13,14,15,16,17,18,19,20
Large T inhibition,17%,21%,11%,14%,15%,8%,7%,-12%,3%,1%
Rac1 GTP hydrolysis,4%,-1%,5%,9%,3%,9%,7%,11%,4%,5%
b-catenin transl,-2.9,-7.1,-0.3,nt,nt,0.6,nt,-2.1,nt,-0.9
b-catenin transl cell count 5 µM,534,941,1402,nt,nt,1229,nt,1337,nt,1339
Salmonella PhoP GFP,-15%,7%,0%,3%,-3%,-11%,-2%,-4%,-1%,-3%
Myeloid diff MLP,i,i,i,i,i,i,i,i,i,i
Myeloid diff MLP GFP+ MAC1+ %,1.2,8.2,1.2,0.5,1.1,0.7,0.0,0.4,1.3,2.2
West Nile antiviral,-0.3%,-0.2%,-1.1%,-1.2%,1.2%,-0.3%,0.1%,-0.3%,-0.9%,-0.4%
T cell HTS,i,i,i,i,i,i,i,i,i,i
T cell HTS vesicle-bound %,42,17,42,58,46,38,40,19,18,25
RSV CPE inhibition,0.7%,0.0%,17%,?,-0.7%,0.6%,0.7%,-1.0%,3.7%,-0.1%
WT yeast gro inh,0,0,-5,nt,nt,12,nt,3,nt,7
WT yeast gro inh mutant strain,15,-3,2,nt,nt,9,nt,2,nt,4

One compound at a time, as listed above:
COc1ccc(C(C)=O)cc1CN(c1ccccc1OC)S(=O)(=O)c1cccs1 reads Large T inhibition = 3%; Rac1 GTP hydrolysis = 4%; b-catenin transl = nt; b-catenin transl cell count 5 µM = nt; Salmonella PhoP GFP = -1%; Myeloid diff MLP = i; Myeloid diff MLP GFP+ MAC1+ % = 1.3; West Nile antiviral = -0.9%; T cell HTS = i; T cell HTS vesicle-bound % = 18; RSV CPE inhibition = 3.7%; WT yeast gro inh = nt; WT yeast gro inh mutant strain = nt
COc1ccc(C(=O)NC2CCCN(Cc3ccc(Cl)cc3)C2)c(OC)c1 (stereo unspecified) reads Large T inhibition = 14%; Rac1 GTP hydrolysis = 9%; b-catenin transl = nt; b-catenin transl cell count 5 µM = nt; Salmonella PhoP GFP = 3%; Myeloid diff MLP = i; Myeloid diff MLP GFP+ MAC1+ % = 0.5; West Nile antiviral = -1.2%; T cell HTS = i; T cell HTS vesicle-bound % = 58; RSV CPE inhibition = ?; WT yeast gro inh = nt; WT yeast gro inh mutant strain = nt
O=C1NC(c2ccncc2)C(C(=O)c2cccs2)C(O)(C(F)(F)F)N1 (stereo unspecified) reads Large T inhibition = 1%; Rac1 GTP hydrolysis = 5%; b-catenin transl = -0.9; b-catenin transl cell count 5 µM = 1339; Salmonella PhoP GFP = -3%; Myeloid diff MLP = i; Myeloid diff MLP GFP+ MAC1+ % = 2.2; West Nile antiviral = -0.4%; T cell HTS = i; T cell HTS vesicle-bound % = 25; RSV CPE inhibition = -0.1%; WT yeast gro inh = 7; WT yeast gro inh mutant strain = 4

Next records.
(21) CCOC(=O)C1=NN(c2ccccc2)C(c2ccccc2)CC1=O (stereo unspecified)
(22) Cc1c(Nc2ncccc2C(=O)O)cccc1C(F)(F)F
(23) CCOC(=O)CSCC(=O)Nc1cc(C)ccc1C
(24) Cc1cccc2cc(CN(Cc3cccs3)C(=S)NCc3ccco3)c(=O)[nH]c12
(25) CCCc1ccc(/C=C2\C(=O)c3ccccc3C(O)=C2C(=O)OCC)cc1
(26) O=C(O)c1ccc(S(=O)(=O)N2CCC(n3nnc4cc(C(F)(F)F)ccc43)CC2)cc1
(27) CCOc1ccccc1NC(=O)C1=C(C)NC(=O)NC1c1cccc(OC)c1OC (stereo unspecified)
(28) CCCc1nc2sc3c(c2c(=O)n1N)CCC3
(29) Cn1cc([N+](=O)[O-])c(C(=O)N/N=C/c2ccc([N+](=O)[O-])cc2)n1
(30) O=C(NCC1CC1)[C@]1(C(F)(F)F)C[C@H](CCC2CCCCC2)CCCO1
compound no.,21,22,23,24,25,26,27,28,29,30
Large T inhibition,5%,15%,13%,15%,26%,25%,20%,8%,-1%,2%
Rac1 GTP hydrolysis,4%,7%,3%,5%,nt,-1%,1%,8%,9%,4%
b-catenin transl,3.4,nt,nt,-2.7,-0.4,nt,-1.2,-0.7,-1.1,nt
b-catenin transl cell count 5 µM,450,nt,nt,1051,1029,nt,1281,1184,1129,nt
Salmonella PhoP GFP,3%,-14%,-2%,2%,-23%,-2%,9%,4%,-8%,nt
Myeloid diff MLP,i,i,i,i,nt,i,i,i,i,i
Myeloid diff MLP GFP+ MAC1+ %,0.9,1.6,1.7,0.6,nt,1.0,1.5,0.6,0.7,2.4
West Nile antiviral,-0.5%,nt,-0.3%,1.0%,-0.3%,-0.2%,0.4%,nt,-0.4%,-0.8%
T cell HTS,i,i,i,i,i,i,i,i,i,nt
T cell HTS vesicle-bound %,20,30,24,24,50,46,29,10,41,nt
RSV CPE inhibition,1.1%,5.7%,1.1%,1.4%,nt,0.7%,0.2%,0.6%,0.1%,-1.2%
WT yeast gro inh,3,nt,6,0,59*,nt,5,-15,2,nt
WT yeast gro inh mutant strain,12,nt,6,-9,25*,nt,-17,-18,-3,nt

(31) O=C(NCc1cc(C(F)(F)F)cc(C(F)(F)F)c1)C12CN(Cc3ccccc3)CC1C(c1cccc([N+](=O)[O-])c1)=NO2 (stereo unspecified)
(32) O=C(Oc1nsnc1N1CCOCC1)N(c1ccccc1)c1ccccc1
(33) Cc1ccc(NC(=S)N(CCN2CCOCC2)Cc2ccccc2F)cc1Cl
(34) N#CC1=C(SCC(=O)NC2CCCCC2)NC(=O)CC1c1ccco1 (stereo unspecified)
(35) Cc1nccc2[nH]c(=O)c(C(=O)NCCCN(C)C3CCCCC3)cc12
(36) COc1ccc(NC(=S)NC(=O)/C=C/c2ccccc2)cc1
compound no.,31,32,33,34,35,36
Large T inhibition,1%,6%,3%,6%,2%,0%
Rac1 GTP hydrolysis,8%,4%,10%,1%,nt,3%
b-catenin transl,-0.8,1.0,-0.8,-4.0,0.5,nt
b-catenin transl cell count 5 µM,1062,1394,1130,1183,975,nt
Salmonella PhoP GFP,2%,0%,4%,-7%,5%,1%
Myeloid diff MLP,i,i,i,i,nt,i
Myeloid diff MLP GFP+ MAC1+ %,0.6,0.7,0.2,1.1,nt,0.2
West Nile antiviral,-0.5%,-0.5%,-1.1%,-0.3%,0.0%,-1.6%
T cell HTS,i,i,i,i,nt,i
T cell HTS vesicle-bound %,14,7,51,25,nt,69
RSV CPE inhibition,4.1%,2.0%,2.2%,3.8%,nt,10%
WT yeast gro inh,1,nt,24,4,-4,nt
WT yeast gro inh mutant strain,1,nt,11,-9,-8,nt

Screens as filed in PubChem.
